OX1R antag-1 – blocks the human orexin 1 receptor | O43613 | OX1R-expressing cells, FRET antagonist read-out | inhibition, % at 6.6 µM | 1.8% of 330,000 active | AID 485270; in the data active means inhibition mostly above about 38%, no sharp cut-off; inactive means mostly below about 40%;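 further: 0% = agonist challenge alone and 100% = reference antagonist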
Target sequence (O43613 whole entry, looked up): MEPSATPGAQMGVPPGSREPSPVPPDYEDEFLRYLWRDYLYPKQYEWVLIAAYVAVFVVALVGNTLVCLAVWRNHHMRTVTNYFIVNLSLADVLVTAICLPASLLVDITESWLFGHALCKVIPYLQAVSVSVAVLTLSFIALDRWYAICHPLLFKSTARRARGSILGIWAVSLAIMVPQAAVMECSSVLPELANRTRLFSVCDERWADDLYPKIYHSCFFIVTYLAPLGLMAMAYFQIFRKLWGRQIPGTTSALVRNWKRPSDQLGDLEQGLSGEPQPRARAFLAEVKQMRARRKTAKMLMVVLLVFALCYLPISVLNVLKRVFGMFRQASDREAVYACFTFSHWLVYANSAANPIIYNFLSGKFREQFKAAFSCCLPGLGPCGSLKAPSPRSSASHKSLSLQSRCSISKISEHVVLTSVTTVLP
OX1R antag-2 – blocks the human orexin 1 receptor; inhibition, % at 5 µM; 0.43% of 330,000 active; AID 434989; O43613; CHO/OX1R cells, Fluo-8 calcium fluorescence, orexin A;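 active means inhibition above its plate's threshold, mean inhibition of all tested compounds on the plate plus 3 SD, cut at about 37% in these data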;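 further: 0% = orexin A challenge wells and 100% = SB-334867-A antagonist wells; not every result past the cut was called active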
* marks the source's active call; other numbers are inactive results.

mol,OX1R antag-1,OX1R antag-2
CCN1C(=O)NC(c2cc(Br)ccc2OC)C(C(=O)OC)=C1C (configuration not stated),22.6,-38.7
O=C(O)c1cccc(N2CCCC2=O)c1,13.4,-16.0
Cn1c(-c2cccc([N+](=O)[O-])c2)[n+](C)c2ccccc21,29.1,-5.1
COC1=C/C(=C/c2c(N)n3nc(CC(=O)N4CCOCC4)sc3nc2=O)C=CC1=O,12.8,-3.3
O=C(O)c1ccc(NC(=O)C2(c3ccccc3)CCOCC2)cc1,-0.9,3.3
CC(C)(C)NCC(O)COc1cccc2[nH]c(=O)[nH]c12 (configuration not stated),8.8,11.9
COc1cccc(C(=O)Nc2cccc(NC(C)=O)c2)c1,8.0,-23.2
Cn1c(=O)c2nc(-c3ccccc3)oc2c2ccccc21,42.9,-12.2
COc1cc2ncnc(NCCCN3CCOCC3)c2cc1OC,2.1,-5.7
COc1ccc(OC)c(Cc2nnc(CCC(=O)N3CCCCC3c3nccs3)o2)c1 (configuration not stated),4.5,-12.4
O=C(O)c1ccc(C(=O)c2ccc3c(c2)C(=O)N(CC2CCCO2)C3=O)cc1 (configuration not stated),55.5*,-2.1
COc1ccccc1NC(=O)Cc1cccc2ccccc12,10.5,-12.2
CNC(=O)COc1ccc(S(=O)(=O)Nc2ccccc2)cc1,20.1,-7.6
CCOC(=O)CC(NC(=O)Cn1nnc(-c2ccccc2C)n1)c1ccc(OC)cc1 (configuration not stated),35.4,-10.5
COc1ccc(NS(=O)(=O)c2cccc(C(=O)NNC(=O)CNC(=O)c3ccco3)c2)cc1,14.1,-2.6
Cc1ccc(NC(=O)CNc2cccc(C)c2C)c(C)c1,22.9,-51.5
COc1ccc(NC2=NC(=S)N(c3ccccc3C)C23CCCCC3)cc1,27.7,-45.7
COC(=O)CSc1nnc(CNC(=O)c2ccc(S(=O)(=O)N3CCOCC3)cc2)n1C,18.1,-10.7
C/C(=N/NS(=O)(=O)c1ccc(Cl)cc1)c1cccc(NC(=O)c2ccncc2)c1,7.5,-11.7
CCc1ccc(NC(=O)C(=O)N/N=C(\C)CC(=O)Nc2ccccn2)cc1,17.0,16.4
O=C(/C=C/c1ccc(OC2CSC2)cc1)c1ccccc1,5.1,-10.9
C[C@H](CO)N1C[C@H](C)[C@@H](CN(C)C(=O)Nc2ccc(C(F)(F)F)cc2)Oc2c(NC(=O)Nc3ccccc3)cccc2C1=O,9.3,-8.5
CCOc1cc(S(=O)(=O)NCc2ccc3c(c2)OCO3)ccc1F,13.3,-9.7
COc1ccc(-c2noc(CCC(=O)N3CCN(c4cccc(C)c4)CC3)n2)cc1,7.1,11.5
Cc1ccccc1Nc1nc(N)nc(COC(=O)CCNS(=O)(=O)c2ccccc2)n1,3.5,-9.8
O=C(Nc1cc(C(F)(F)F)ccc1N1CCOCC1)c1cncc(Br)c1,8.7,-24.2
Cc1c(NC(=S)N/N=C/C=C/c2ccccc2)c(=O)n(-c2ccccc2)n1C,9.4,-24.3
CCn1c(=O)[nH]c2cc(C(=O)N3CCN(c4ccccc4)CC3)ccc2c1=O,13.2,-14.7
CC(C)c1ccc(NC2CCCN(C(=O)c3ccco3)C2)cc1 (configuration not stated),14.4,-7.3
COc1ccccc1C(c1c(N)n(C)c(=O)n(C)c1=O)C(C)[N+](=O)[O-] (configuration not stated),23.5,10.8
O=C(Oc1ccc(Cl)c2ccccc12)N1CCCCC1,3.6,-14.5
CC(C(=O)Nc1ccccc1C(=O)O)n1c(C(F)(F)F)nc2ccccc21 (configuration not stated),33.3,-7.8
CCCCCNC(=O)CCc1ccccc1,8.2,-13.3
COc1ccc(C)cc1NC(=S)NC(C)c1ccc(OC)c(OC)c1 (configuration not stated),30.3,-47.6
O=C(COC(=O)c1ccc(S(=O)(=O)N2CCCCC2)cc1)Nc1ccccc1,-0.6,11.3
CS(=O)(=O)c1ccc(Cl)c(NC(=O)CSc2n[nH]c(-c3cccs3)n2)c1,8.6,-18.8
Brc1cc2c(cc1/C=N/Nc1nc(N3CCOCC3)nc(N3CCOCC3)n1)OCO2,8.1,-13.3
Cn1cc(/C=C(\C#N)C(=O)Nc2cccc([N+](=O)[O-])c2)c2ccccc21,16.0,-27.4
O=C1CC(N2CCN(c3ccc(F)cc3)CC2)C(=O)N1Cc1cccs1 (configuration not stated),22.0,-24.2
CC1CN(CCC(=O)Nc2ccc3c(c2)CCC3)CC(C)O1 (configuration not stated),18.9,-11.8
O=C1NCCC/C1=N\Nc1ccc(Br)cc1,0.4,-8.0
COc1cccc(OC)c1C(=O)NNC(=O)c1ccc(F)cc1,32.0,-17.8
Cc1ccc(-c2nc(C)c(C(=O)O)s2)cc1,12.5,-6.8
c1ccc(C[n+]2csc3ccccc32)cc1,8.3,0.8
COc1ccc(/C=C/C(=O)NC(=S)NNC(=O)Cc2cccs2)cc1,9.4,2.0
O=C(NCCCNc1ccc([N+](=O)[O-])cc1)C(F)(F)F,18.4,-2.7
O=C(c1ccc2c(=O)n(CCc3ccccc3)c(=O)[nH]c2c1)N1CCN(c2ccc(F)cc2)CC1,9.2,7.0
Cc1cc(C(=O)NC2CCC(O)CC2)c(C)o1 (configuration not stated),-2.4,-19.6
COCCn1c(SCC(=O)Nc2ccccc2OC)nc2c(oc3ccccc32)c1=O,12.5,-41.2
COc1cc(C(=O)COC(=O)c2cnc(C)cn2)ccc1OC(F)F,17.6,-5.3
O=C(O)C1=C[C@@H](c2ccc(C(F)(F)F)cc2)C[C@@H](OCc2ccc(CO)cc2)O1,23.5,-3.5
CS(=O)(=O)c1ccc2nc(NC(=O)c3ccco3)sc2c1,13.1,-3.0
CCCCCCOC(=O)C(C#N)c1nc2ccccc2nc1N1CCCCC1 (configuration not stated),6.1,-4.5
CC(C)(C)c1ccc(-c2nc3c(C#N)c(-c4ccc5c(c4)OCO5)ccn3n2)cc1,13.1,-18.4
O=[N+]([O-])c1cccc(/C=N\N=C2c3ccccc3-c3ccccc32)c1O,7.1,4.4
O=C(NC1CC1)c1cc(OCC(F)(F)F)ccc1OCC(F)(F)F,25.9,-33.3

(listing goes on)
mol,OX1R antag-1,OX1R antag-2
Cn1c(Cn2nnc3ccccc32)nnc1SCC(=O)N1c2ccccc2Sc2ccccc21,32.1,-19.5
O=C(CCCCCn1c(=O)[nH]c2ccsc2c1=O)NCc1ccc2c(c1)OCO2,26.3,-38.2
NC(=O)c1cc([N+](=O)[O-])ccc1N1CCCCC1,49.0,0.6
CC(C)COc1cccc(C(=O)NC2(C)CCS(=O)(=O)C2)c1 (configuration not stated),13.8,0.1
CCCOc1ccc(N2C(=O)CC(NCc3cccs3)C2=O)cc1 (configuration not stated),23.7,-15.1
Cc1ccsc1/C=N/NC(=O)c1nnn(-c2nonc2N)c1C(C)C,-4.3,-23.6
Cc1ccc(Oc2ncccc2C(=O)NCC(=O)O)cc1,0.6,-23.3
CCNS(=O)(=O)c1ccc(CCC(=O)NCc2ccccc2)cc1,12.0,-9.0
CCn1c(C(=O)NC(C)c2ccc3c(c2)OCCO3)cc2sccc21 (configuration not stated),23.6,-5.7
Nc1cc(C(=O)O)c(N)c2c1C(=O)c1ccccc1C2=O,114.8*,5.3
Cc1cccn2c(=O)c3cc(C(=O)NCC4CCCO4)c(=N)n(CCc4ccccc4)c3nc12 (configuration not stated),50.9*,-25.7
COc1ccccc1CNC(=O)COC(=O)c1cc(=O)c2ccccc2o1,5.0,-16.8
CS(=O)(=O)c1cccc(C(=O)OCCCC(=O)c2ccccc2)c1,4.3,-14.8
CN(C)CCN(C(=O)CCS(=O)(=O)c1ccccc1)c1nc2c(F)cccc2s1,6.2,-8.5
Cn1ccnc1SCC(=O)Nc1cccc(C(F)(F)F)c1,11.4,-11.0
CN(C(=O)COc1ccc2ccc(=O)oc2c1)C1CCS(=O)(=O)C1 (configuration not stated),-0.6,-0.5
O=C1CN(S(=O)(=O)c2ccc(Br)cc2)c2ccccc2N1,10.6,18.6
O=C(NCc1cccc(F)c1F)C1CCC(=O)N(C2CCCCCC2)C1 (configuration not stated),16.5,-18.3
O=C(Nc1ccccc1)C1CCCN1S(=O)(=O)c1cccs1 (configuration not stated),31.6,-8.4
O=C(Nc1ccccc1)c1ccc[n+](Cc2ccc([N+](=O)[O-])cc2)c1,62.9*,-10.6
COc1cccc(Nc2nc(C)cc(C)c2C#N)c1,34.5,-25.1
O=S(=O)(Cc1ccccc1)Cc1cnc(Cl)s1,16.8,5.7
CCOc1ccccc1N(CC(=O)NCc1ccco1)C(=O)CCC(=O)Nc1nccs1,7.1,-14.6
O=C(NCCCN1CCOCC1)c1cc2ccccc2cc1O,15.0,-22.1
COc1ccc(NC(=O)COC(=O)c2cc(S(=O)(=O)N3CCCC3)ccc2O)cc1,6.3,-10.0
CCOc1ccc(OCCC(=O)OCC(=O)Nc2cc(S(=O)(=O)N3CCOCC3)ccc2C)cc1,6.6,-9.7
COc1ccc(C(O)C(CN2CCOCC2)c2ccccc2)cc1 (configuration not stated),10.1,-19.9
CCOc1cccc(C(=O)Nc2cccc(C(C)=O)c2)c1,-1.7,-7.5
CCN(c1ccccc1)S(=O)(=O)c1ccc(Cl)c(NC(=O)COC(=O)c2cccc(OC)c2O)c1,22.9,-10.9
CCCCCCCC(=O)N/N=C/c1cccnc1,11.2,-24.7
CCC(CC)C(=O)Oc1c(Sc2ccccc2[N+](=O)[O-])c(C)nn1C(C)(C)C,4.1,-38.2
COc1ccc(C)cc1Nc1n[n+](-c2ccccc2)c(-c2ccc(NC(C)=O)cc2)s1,12.6,-22.7
CCCCC(CC)COC1(c2ccccc2)OC(=O)c2ccccc21 (configuration not stated),4.7,9.2
O=C(NCCNCc1ccc(F)cc1)c1ccco1,3.8,-11.1
CC(NC(=O)C(Cc1ccccc1)n1cccc1)c1ccccc1 (configuration not stated),8.0,-37.2
CC[C@]12c3[nH]c4ccccc4c3CCN1C(=O)C(CC(=O)NCCCn1ccnc1)C[C@@H]2C(=O)N1CCN(C(=O)C2CC2)CC1 (some centres not stated),3.3,-10.4
O=C(c1ccc(OC2CCN(CCc3ccccc3)CC2)cc1)N1CCCC(O)C1 (configuration not stated),4.4,-15.0
CCc1nnc(NC(=O)CSCc2cc(=O)n3ccsc3n2)s1,8.9,6.6
O=c1oc(-c2cccs2)nc2scc(-c3cccs3)c12,28.8,-20.1
COc1ccc(S(=O)(=O)NCC2CCCN(C(=O)c3sccc3C)C2)cc1 (configuration not stated),23.9,-16.8
COc1cccc(NC(=S)NC(=O)c2c(Cl)c(C)nn2C)c1,8.6,-39.3
COCCn1c(=O)[nH]c2cc(C(=O)N3CCN(c4ccc(Cl)cc4)CC3)ccc2c1=O,6.1,-29.5
COc1ccc(OC)c(S(=O)(=O)N(C)CC(=O)Nc2ccc3c(c2)OCO3)c1,2.1,-23.7
CCOC(=O)c1cnn(CCOC(=O)C(C)(C)C)c1NC(=O)C(C)(C)C,10.6,-15.1
CCOC(=O)c1ccc(NC(=O)Nc2c(C)nn(C)c2C)cc1,17.8,-14.2
N#Cc1c(NC(=O)CSc2ncnc3c2cnn3-c2ccccc2Cl)sc2c1CCCC2,1.2,-27.1
O=S(=O)(NCC1CCCO1)c1ccc2ccccc2c1 (configuration not stated),21.0,-9.8
CCCN(CCC)c1ccc(/C=C/c2ccc3cc(OCC)ccc3n2)cc1,0.2,-9.0
O=C(NC1CCCCC1)NC1CC2CCC(C1)N2Cc1nnnn1Cc1ccc2c(c1)OCO2 (configuration not stated),6.4,-38.9
COc1ccc(OCCn2c(NC(=O)c3ccco3)nc3ccccc32)cc1,28.6,-28.7
CC(C)(C)C1CCc2c(sc(NC(=O)c3cccs3)c2C(=O)N2CCCCC2)C1 (configuration not stated),19.5,-19.9
CNC(=O)c1cc2cc(OC)ccc2n1CCN(C)C,0.7,0.7
Cc1ccc(NC(=O)CN2C(=S)NC(C)(C)CC2C)cc1Cl (configuration not stated),21.6,-17.7
NC(=S)N/N=C/c1coc2cc(Cl)ccc2c1=O,6.3,4.7
Cc1ccc(N2C(=O)/C(=C\c3ccc(C(C)C)cc3)N=C2SC2CCOC2=O)cc1 (configuration not stated),8.2,-13.3
O=C(CCN1C(=O)C2C3C=CC(C3)C2C1=O)N1CCN(c2ccccn2)CC1 (configuration not stated),15.7,5.5

Reformatted with two lines to a compound: entries from further up.
Order of values: OX1R antag-1, OX1R antag-2
- NC(=S)N/N=C/c1coc2cc(Cl)ccc2c1=O
→ 6.3, 4.7
- CC(C)(C)C1CCc2c(sc(NC(=O)c3cccs3)c2C(=O)N2CCCCC2)C1 (configuration not stated)
→ 19.5, -19.9
- Cc1ccc(N2C(=O)/C(=C\c3ccc(C(C)C)cc3)N=C2SC2CCOC2=O)cc1 (configuration not stated)
→ 8.2, -13.3

Three compounds from above, ordered by molecular weight, ascending.
mol,OX1R antag-1,OX1R antag-2
CC1CN(CCC(=O)Nc2ccc3c(c2)CCC3)CC(C)O1 (configuration not stated),18.9,-11.8
CCc1nnc(NC(=O)CSCc2cc(=O)n3ccsc3n2)s1,8.9,6.6
Cc1c(NC(=S)N/N=C/C=C/c2ccccc2)c(=O)n(-c2ccccc2)n1C,9.4,-24.3

High-throughput results (PubChem)
